Screens: PubChem, National Center for Advancing Translational Sciences (NCATS)
LDHA block: qHTS assay for inhibitors of human lactate dehydrogenase; purified LDHA, NADH/diaphorase-resazurin fluorescence; stronger effect = lower value; activity change, % (values are at about 110 or 230 µM); 480,000 compounds, 0.15% hits; in the data active = activity change below about -30%; inconclusive = mostly about -25% to -30%;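 note: plate controls were DMSO wells for no effect and wells without enzyme for full effect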
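Resorufin fluorescence (ex540/em590), read at 0 and 20 min after diaphorase/resazurin addition, reports the NADH left after a 5 min room-temperature reaction of 2 nM human LDH5 with 0.06 mM NADH and 0.2 mM pyruvate.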
ERG Ets-DNA blk: qHTS for Small Molecule Inhibitors of the ERG Ets/DNA interaction; Transcriptional regulator ERG (Homo sapiens), P11308; fluorescence polarization, His-ERG Ets domain / labelled DNA; Potency, µM (top dose mostly 76.9 µM), for the others: at the highest dose FP activity, negative = inhibition, most hits filed as inhibitors; 370,000 compounds, 0.028% hits; AID 624246, 2012; active = well fitted inhibition curve with a large enough effect in the polarisation, with a control signal flat; inconclusive = small, poorly fitted or top-dose-only effect, or effect the other way, or a change in a side signal; inactive = no such curve, though single readings can be large or run the other way; the % refers to the polarisation;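 note: polarization taken with two DNA probes labelled with fluorescein and Texas red; potency is the fitted concentration of half-maximal effect; % of control where 0% means no effect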
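His-tagged ERG Ets domain (1 uM in the protein solution; 300mM KCl, 50mM Tris-HCl, 1mM EDTA, 1mM DTT, pH 7.5) received compound, then a probe mix of 5 nM fluorescein-DNA and 100nM Texas-615-DNA. Fluorescence polarization was read for both dyes.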
RGS4 inhibitor: Inhibitors of Regulator of G Protein Signaling (RGS) 4: qHTS; Regulator of G-protein signaling 4 (Homo sapiens), P49798; Potency, µM (top dose mostly 114 µM), without a hit: top-dose activity change, negative = inhibition, hits mostly inhibitors; Transcreener GDP fluorescence polarization, RGS4-accelerated GTP hydrolysis; 390,000 compounds, 0.039% hits; note: potency is the fitted concentration of half-maximal effect; % is set by controls: 0 for no effect and ±100 for the full control effect; nearly all actives have a fitted effect of over 75% in size; some results filed as inactive show a strong effect at the top dose
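MLSMR compounds (23 nl, pin-transferred) preincubated 10 min at room temperature with a 500nM (2x) first reagent, then RGS4 at 900nM (2x) plus Transcreener GDP mix added; fluorescence polarization (620/688 nm) read before and after 90 min at 30 °C.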
Apoferritin bind: qHTS Assay for Identification of Novel General Anesthetics; Ferritin light chain (Equus caballus), P02791; apoferritin/1-aminoanthracene competitive binding, fluorescence; Potency, µM (titrated, usually from 77.5 µM), without a hit: top-dose activity change, negative = displacement, usual class: inhibitors; 350,000 compounds, 0.074% hits; AID 485281, 2010; note: potency is the fitted concentration of half-maximal effect; % is set by controls: 0 for no effect and ±100 for the full control effect; nearly all actives have a fitted effect of over 20% in size
Target sequence (P02791 2-175 limits assumed): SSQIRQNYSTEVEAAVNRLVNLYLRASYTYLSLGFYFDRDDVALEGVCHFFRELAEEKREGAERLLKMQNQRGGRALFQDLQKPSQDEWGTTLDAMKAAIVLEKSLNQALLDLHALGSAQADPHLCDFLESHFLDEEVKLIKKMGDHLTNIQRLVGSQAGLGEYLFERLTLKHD
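Horse-spleen apoferritin (10 uM) in 50% saturated 1-aminoanthracene in PBS was incubated 10 min at room temperature with compound. Fluorescence (ex 380, em 535 nm) was normalized to free and bound 1-AMA, with concentration-response fitted by a four-parameter Hill equation.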
POLK inh: qHTS for Inhibitors of Polymerase Kappa; 400,000 compounds, 0.53% hits; AID 588579, 2011; DNA polymerase kappa (Homo sapiens), Q9UBT6; Potency, µM (top dose mostly 107 µM), for inactives: at the top dose activity, negative = inhibition, most hits filed as inhibitors; purified Pol kappa, fluorescent DNA synthesis assay, 10 min; note: potency is the fitted concentration of half-maximal effect; % is set by controls: 0 for no effect and ±100 for the full control effect
Target sequence (Q9UBT6 whole entry, looked up): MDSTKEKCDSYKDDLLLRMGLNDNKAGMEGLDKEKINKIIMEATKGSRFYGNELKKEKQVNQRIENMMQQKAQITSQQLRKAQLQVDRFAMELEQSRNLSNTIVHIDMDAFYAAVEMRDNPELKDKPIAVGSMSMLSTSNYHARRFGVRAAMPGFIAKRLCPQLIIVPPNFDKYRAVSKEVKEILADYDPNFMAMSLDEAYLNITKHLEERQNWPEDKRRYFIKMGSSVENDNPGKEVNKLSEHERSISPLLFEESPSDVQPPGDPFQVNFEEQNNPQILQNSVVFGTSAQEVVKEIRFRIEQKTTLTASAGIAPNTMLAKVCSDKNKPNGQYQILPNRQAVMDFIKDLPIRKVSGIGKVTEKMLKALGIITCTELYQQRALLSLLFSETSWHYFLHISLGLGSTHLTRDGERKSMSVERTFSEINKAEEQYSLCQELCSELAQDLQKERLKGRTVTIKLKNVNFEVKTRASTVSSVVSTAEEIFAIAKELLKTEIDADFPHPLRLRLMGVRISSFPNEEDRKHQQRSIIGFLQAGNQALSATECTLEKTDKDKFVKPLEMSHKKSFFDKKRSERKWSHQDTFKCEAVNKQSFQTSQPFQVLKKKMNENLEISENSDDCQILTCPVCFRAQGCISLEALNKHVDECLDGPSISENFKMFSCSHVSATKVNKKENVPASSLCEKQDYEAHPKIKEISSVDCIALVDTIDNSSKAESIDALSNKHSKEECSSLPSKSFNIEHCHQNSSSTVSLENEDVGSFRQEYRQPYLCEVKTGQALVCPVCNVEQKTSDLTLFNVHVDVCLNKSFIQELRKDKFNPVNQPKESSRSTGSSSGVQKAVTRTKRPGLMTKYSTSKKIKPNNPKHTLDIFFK
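Kinetic fluorescence readout at 0 and 10 min followed reaction start with substrate at 50 nM final. Beforehand, enzyme (10 nM Pol kappa) stood 15 min with compound at room temperature; buffer-only wells were negative controls.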
APEX1 inh: qHTS Assay for Inhibitors of the Human Apurinic/apyrimidinic Endonuclease 1 (APE1); recombinant APE1, TAMRA/BHQ-2 abasic DNA cleavage fluorescence; AID 2517, 2012; 350,000 compounds, 0.35% hits; Potency, µM (titrated, usually from 65.8 µM), without a hit: top-dose activity change, negative = inhibition, actives largely listed as inhibitors;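 note: potency is the fitted concentration of half-maximal effect; plate controls were vehicle for no effect and reference inhibitor for full effect; nearly all actives have a fitted effect of over 55% in size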
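Incision of a quenched TAMRA/BHQ-2 THF abasic-site duplex (50 nM) by 0.75 nM APE1, after 15 min compound preincubation, measured as fluorescence increase over three 60 s reads. Values normalized to buffer, DMSO and NSC13755 control wells.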
Pol eta inh: qHTS for Inhibitors of Polymerase Eta; DNA polymerase eta (Homo sapiens), Q9Y253; recombinant Pol eta, fluorescent DNA replication assay; Potency, µM (series often up to 114 µM), for the others: at the highest dose activity change, negative = inhibition, most hits filed as inhibitors; 390,000 compounds, 1.2% hits; note: potency is the fitted concentration of half-maximal effect; % is set by controls: 0 for no effect and ±100 for the full control effect
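Pol eta (10 nM) was preincubated with compounds for 15 min at room temperature, after which fluorescent replication substrate (50 nM final) was added to start the reaction. Fluorescence was read kinetically at 0 and 10 min.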
POLB inh: qHTS Assay for Inhibitors of DNA Polymerase Beta; 340,000 compounds, 1.3% hits; AID 485314, 2010; Potency, µM (titrated, usually from 114 µM), without a hit: top-dose activity change, negative = inhibition, usual class: inhibitors; Pol beta primer extension/strand displacement, fluorescence kinetic; note: potency is the fitted concentration of half-maximal effect; % is set by controls: 0 for no effect and ±100 for the full control effect
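Curves were derived by four-parameter Hill fits of normalized qHTS data. The kinetic fluorescent primer-extension read was taken at 0 and 10 min after 50 nM substrate, following a 15 min room-temperature preincubation of 10 nM enzyme with compounds.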
12-LOX inh: Primary qHTS assay for inhibitors of human arachidonate 12S-lipoxygenase (ALOX12): Round 2; Polyunsaturated fatty acid lipoxygenase ALOX12 (Homo sapiens), P18054; 580,000 compounds, 1.1% hits; AID 1671190, 2021; purified 12hLO, xylenol orange hydroperoxide absorbance; Potency, µM (series often up to 108 µM), without a hit: top-dose activity change, negative = inhibition, usual class: inhibitors; note: potency is the fitted concentration of half-maximal effect; % is set by controls: 0 for no effect and ±100 for the full control effect
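Purified human 12hLO (150 nM final) in 25 mM Hepes, 0.01% Triton X-100, pH 7.0 was preincubated 15 min at room temperature with compound. Then 40 uM arachidonic acid was added, 30 min. Hydroperoxide was read by Fe-XO absorbance ratio 573/405 nm.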
An asterisk follows results filed as active; [ ] = remark or other dose. Unless noted, calls come from the whole dose curve; as a rule, active = well fitted curve in the direction sought with a large enough effect; inconclusive = small, poorly fitted or top-dose-only effect, or another doubt; inactive = no such curve, though single readings can be large; an effect the other way counts as inactive or inconclusive. Not all compounds are listed; the hit share may differ from the screen's.

`CCOC(=O)c1csc(NC(=O)CN2CCN(C)CC2)n1` gave LDHA block -3, ERG Ets-DNA blk 6%, RGS4 inhibitor 21%, Apoferritin bind 1%, POLK inh -12%, APEX1 inh 4%, Pol eta inh -20%, POLB inh 7% and 12-LOX inh -21%.
For CC1CC(C)CN(C/C=C/c2ccccc2[N+](=O)[O-])C1 (centres undefined) the results were LDHA block 1, ERG Ets-DNA blk -8%, RGS4 inhibitor 1%, Apoferritin bind -12%, POLK inh -8%, APEX1 inh 0%, Pol eta inh -12%, POLB inh 34% and 12-LOX inh inconclusive.
`Cc1ccc2nc(C(F)(F)F)c(C#N)c(N)c2c1` gave LDHA block -3, ERG Ets-DNA blk -7%, RGS4 inhibitor 1%, Apoferritin bind -2%, POLK inh -6%, APEX1 inh -1%, Pol eta inh 3%, POLB inh inconclusive and 12-LOX inh 7%.
Cc1onc(-c2ccccc2Cl)c1C(=O)N[C@@H](C)c1ccccc1 was read as LDHA block -3, ERG Ets-DNA blk 8%, RGS4 inhibitor 6%, POLK inh -6%, Pol eta inh 9% and 12-LOX inh 0%.
COc1cccc(C(=O)OCC(=O)Nc2ccc(N3CCOCC3)cc2)c1 was read as LDHA block -5, ERG Ets-DNA blk inconclusive, RGS4 inhibitor -8%, POLK inh -9%, APEX1 inh 25%, Pol eta inh -17% and 12-LOX inh -14%.
Screening Cc1ccc(S(=O)(=O)N2CCC(C(=O)N[C@@H](C)C(=O)NC3CCS(=O)(=O)C3)CC2)cc1 (some centres undefined) returned Apoferritin bind 1%, APEX1 inh 4%, POLB inh 16% and 12-LOX inh -24%.
`CCCn1nnc(NC(=O)c2ccc([N+](=O)[O-])cc2Cl)n1` gave LDHA block 3, ERG Ets-DNA blk -4%, RGS4 inhibitor -15%, Apoferritin bind -7%, POLK inh -3%, APEX1 inh 1%, Pol eta inh -17%, POLB inh 10% and 12-LOX inh -24%.
For CN(c1ccccc1)S(=O)(=O)c1cccc(C(=O)Nc2ncn[nH]2)c1 the results were LDHA block 3, ERG Ets-DNA blk -4%, RGS4 inhibitor 4%, Apoferritin bind -13%, POLK inh -3%, APEX1 inh 0%, Pol eta inh -13%, POLB inh -13% and 12-LOX inh 24%.
O=C(CSc1nnc(-c2ccccc2)n1Cc1ccccc1)NNC(=O)c1ccccc1O was read as LDHA block 7, ERG Ets-DNA blk 1%, RGS4 inhibitor -25%, Apoferritin bind 9%, POLK inh 0%, APEX1 inh -2%, Pol eta inh -17%, POLB inh 29% and 12-LOX inh -14%.
`CSc1ccc(CCNC(=O)c2csc3c2CCCCC3)cc1` gave LDHA block -7, ERG Ets-DNA blk -5%, RGS4 inhibitor -14%, Apoferritin bind 1%, POLK inh -1%, Pol eta inh 2%, POLB inh 10% and 12-LOX inh -20%.
For Cc1ccc(NC(=O)COc2ncnc3ccccc23)cc1S(=O)(=O)N1CCOCC1 the results were LDHA block 4, ERG Ets-DNA blk 2%, RGS4 inhibitor -21%, Apoferritin bind 1%, POLK inh -1%, APEX1 inh 0%, Pol eta inh -19%, POLB inh 5% and 12-LOX inh -28%.
`COc1ccc(S(=O)(=O)N2CCCCC2)cc1NC(=S)Nc1ccccc1` gave LDHA block 1, ERG Ets-DNA blk -6%, RGS4 inhibitor -4%, Apoferritin bind -1%, POLK inh -15%, APEX1 inh -1%, Pol eta inh -8%, POLB inh 4% and 12-LOX inh -28%.
Cc1cc(N2CCN(c3ccc(F)cc3)CC2)n2cnnc2n1 was read as LDHA block 1, ERG Ets-DNA blk 0%, RGS4 inhibitor -8%, Apoferritin bind -12%, POLK inh -15%, Pol eta inh -14%, POLB inh -9% and 12-LOX inh -24%.
Screening COc1ccc(CNC(=O)c2cccc(-n3cnc4cccnc43)c2C)cc1 returned LDHA block -15, ERG Ets-DNA blk 2%, RGS4 inhibitor 22%, Apoferritin bind 3%, POLK inh -2%, Pol eta inh -9%, POLB inh 29% and 12-LOX inh -17%.
Screening Cc1cc2nc(CCN(Cc3cccnc3)C(=S)Nc3ccccc3)[nH]c2cc1C returned LDHA block 0, RGS4 inhibitor -11%, Apoferritin bind inconclusive, POLK inh -8%[60.1 µM], APEX1 inh -4%, Pol eta inh 1%, POLB inh -1% and 12-LOX inh 2%.

Brought forward from above: 2 compounds, then new ones.
Screening COc1ccc(CNC(=O)c2cccc(-n3cnc4cccnc43)c2C)cc1 returned LDHA block -15, ERG Ets-DNA blk 2%, RGS4 inhibitor 22%, Apoferritin bind 3%, POLK inh -2%, Pol eta inh -9%, POLB inh 29% and 12-LOX inh -17%.
Screening Cc1cc2nc(CCN(Cc3cccnc3)C(=S)Nc3ccccc3)[nH]c2cc1C returned LDHA block 0, RGS4 inhibitor -11%, Apoferritin bind inconclusive, POLK inh -8%[60.1 µM], APEX1 inh -4%, Pol eta inh 1%, POLB inh -1% and 12-LOX inh 2%.
CCCOc1cccc(-c2nc3ccccc3c(=O)o2)c1 was read as LDHA block -9, ERG Ets-DNA blk -8%, RGS4 inhibitor 13%, Apoferritin bind -3%, POLK inh -12%, APEX1 inh 3%, Pol eta inh inconclusive, POLB inh -1% and 12-LOX inh 3%.
For COc1ccc(N=C2C(=Nc3ccc(OC)cc3)N(c3ccc(OC)cc3)C(=S)N2c2ccccc2)cc1 the results were LDHA block 5, RGS4 inhibitor -27%, Apoferritin bind -17%, POLK inh 4%, APEX1 inh 1%, Pol eta inh -9%, POLB inh 2% and 12-LOX inh 10%[57.4 µM].
Screening COCCNC(=O)COC(=O)c1ccc(S(=O)(=O)N2CCOCC2)cc1 returned LDHA block -18, ERG Ets-DNA blk -6%, RGS4 inhibitor 14%, Apoferritin bind 0%, POLK inh -10%, APEX1 inh inconclusive, Pol eta inh -3%, POLB inh -3% and 12-LOX inh 4%.
For COc1ccc(Br)cc1CNC(=O)C(C)n1nc(C)n2c(cc3occc32)c1=O (centres undefined) the results were LDHA block -3, ERG Ets-DNA blk -1%, RGS4 inhibitor -2%, Apoferritin bind -4%, POLK inh 4%, POLB inh inconclusive and 12-LOX inh -20%.
Screening Cc1ccc2oc(-c3cc(NC(=O)c4ncn[nH]4)ccc3O)nc2c1 returned LDHA block -3, ERG Ets-DNA blk -1%, RGS4 inhibitor -11%, Apoferritin bind 5%, POLK inh -8%, APEX1 inh -4%, Pol eta inh 45µM*, POLB inh inconclusive and 12-LOX inh -25%.
For CC(=O)c1cccc(N(C(=O)c2ccco2)C(C(=O)NC2CCCCC2)c2ccc(C)o2)c1 (centres undefined) the results were LDHA block -6, ERG Ets-DNA blk 2%, RGS4 inhibitor -34%, Apoferritin bind -8%, POLK inh -4%, APEX1 inh 33%, Pol eta inh inconclusive, POLB inh -18% and 12-LOX inh 11%.
Screening Cc1cc(C)nc(-n2ncc3c2CC(c2ccc(F)cc2)CC3=O)n1 (centres undefined) returned LDHA block -2, ERG Ets-DNA blk 4%, RGS4 inhibitor 12%, Apoferritin bind -7%, POLK inh -1%, APEX1 inh 0%, Pol eta inh -15%, POLB inh 5% and 12-LOX inh -3%.
Screening CCOC(=O)c1[nH]c(C)c(/C(O)=C2\C(=O)C(=O)N(CCCN(CC)CC)C2c2cccnc2)c1C (centres undefined) returned LDHA block -2, ERG Ets-DNA blk 13%, RGS4 inhibitor -35%, POLK inh 5%, Pol eta inh -12% and 12-LOX inh 0%.
For Cc1ccccc1OCCC(=O)Nc1ccccc1C(=O)NC1CC1 the results were LDHA block -11, ERG Ets-DNA blk 4%, RGS4 inhibitor -14%, POLK inh -4%, APEX1 inh 0%, Pol eta inh 5% and 12-LOX inh 18%.
For CCc1ccc(C(=O)COC(=O)c2cnc(C)cn2)cc1 the results were LDHA block -1, ERG Ets-DNA blk -7%, RGS4 inhibitor -15%, Apoferritin bind -14%, POLK inh 4%, APEX1 inh inconclusive, Pol eta inh -13%, POLB inh -2% and 12-LOX inh -4%.
Screening CSc1ncccc1C(=O)Nc1ccc(OC(F)(F)F)cc1 returned LDHA block -3, ERG Ets-DNA blk 6%, RGS4 inhibitor inconclusive, Apoferritin bind -10%, POLK inh -14%, APEX1 inh -5%, Pol eta inh -2% and POLB inh -3%.
